TAAR1 ag – agonists of human TAAR1. activation, % at 3 µM. 360,000 compounds, 0.99% hits. Q96RJ0. CHO RD-HGA16 TAAR1, Fluo-8 calcium fluorescence; vehicle wells 0%, saturating PEA agonist 100%;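 active = activation above the mean activation of all test compounds in the run plus 3 SD, cut at about 38% in these data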
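Test system: RD-HGA16 (CHO) cells co-expressing Gα16 and hTAAR1 | Doses: Single dose, 3 µM | Schedule: 17-24 h seeding, 75 min 37 °C dye, 30 min RT | Evaluation: % activation from peak over basal fluorescence ratio, DMSO-to-PEA scaled | Technique: Kinetic Fluo-8 calcium fluorescence | Benchmarks: Low control DMSO, high control PEA (EC100)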
CHRM1 agonist – agonists of human M1 muscarinic receptor. P11229. CHO-K1 hM1, Fluo-8 calcium fluorescence, agonist mode; 0% DMSO, 100% acetylcholine EC100. activation, % at 3 µM. 360,000 compounds, 0.33% hits. AID 588814;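 active = activation above the run's mean compound activation plus 3 SD, cut at about 16% in these data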;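 note: peak over basal fluorescence ratio within a 140 s kinetic read after compound addition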
Target sequence (P11229 whole entry, looked up): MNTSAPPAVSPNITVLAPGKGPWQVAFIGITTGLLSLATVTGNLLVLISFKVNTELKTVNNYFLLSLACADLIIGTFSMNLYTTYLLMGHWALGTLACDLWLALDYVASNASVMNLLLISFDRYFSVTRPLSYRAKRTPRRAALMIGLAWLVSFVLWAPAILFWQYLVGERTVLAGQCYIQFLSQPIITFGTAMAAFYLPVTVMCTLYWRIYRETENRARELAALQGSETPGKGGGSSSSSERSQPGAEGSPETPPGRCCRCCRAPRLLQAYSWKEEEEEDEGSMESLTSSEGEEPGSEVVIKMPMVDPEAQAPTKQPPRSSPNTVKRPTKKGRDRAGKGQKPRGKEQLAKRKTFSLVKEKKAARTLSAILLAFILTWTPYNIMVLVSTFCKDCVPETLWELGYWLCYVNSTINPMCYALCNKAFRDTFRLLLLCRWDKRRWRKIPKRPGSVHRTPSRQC
CHO-K1 Ca antag – M1 antagonist counterscreen hit in parental CHO-K1 cells; 360,000 compounds, 0.6% hits; inhibition, % at 3 µM; AID 602250; ATP-induced calcium, Fluo-8 fluorescence;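 active = inhibition above a per-plate cutoff, the plate's mean sample inhibition plus 3 SD, cut at about 24% in these data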;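 note: 0% = DMSO plus EC80 ATP and 100% = DMSO alone without ATP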
CHO parental Ca – counter-screen: ATP calcium response change in parental CHO cells; parental CHO-K1, ATP-induced calcium, Fluo-8 fluorescence; inhibition, % at 5.6 µM; 330,000 compounds, 0.63% hits;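 active = inhibition above that plate's mean sample inhibition plus 3 SD, cut at about 26% in these data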;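 note: 0% = ATP-challenged DMSO wells and 100% = DMSO wells without ATP; some compounds past the cut are filed as inactive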
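Test system: untransfected parental CHO cell line. Compound: one dose, 5.6 µM nominal. Detection: intracellular calcium via Fluo-8 no-wash fluorescent dye. Measure: % inhibition. Benchmarks: ATP-challenged DMSO wells low, unchallenged DMSO wells high.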
CHO-K1 Ca PAM – M1 PAM counterscreen hit in parental CHO-K1 cells | ATP EC20, Fluo-8 calcium fluorescence; 0% at ATP EC20, 100% at ATP max | activation, % at 3 µM | 360,000 compounds, 0.02% hits | AID 602247;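 active = activation above the run cutoff, the mean activation of all test compounds plus 3 SD, cut at about 40% in these data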;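 note: peak over basal fluorescence ratio in a 140 s read after ATP addition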
CHRM1 antagonist – blocks human M1 muscarinic receptor; P11229; CHO-K1 hM1, Fluo-8 calcium fluorescence, ACh EC80 antagonist; inhibition, % at 3 µM; 360,000 compounds, 1.3% hits; AID 588852;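 active = percent inhibition above its own plate's cutoff, namely the mean of that plate's compound wells plus 3 SD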;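 note: peak over basal fluorescence ratio during 140 s after agonist addition; 0% = ACh EC80 plus DMSO and 100% = DMSO alone without agonist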
CHO-K1 Ca ag – nonselective activator or artifact in parental CHO-K1 cells; Fluo-8 calcium fluorescence; scaled to maximal ATP response, vehicle zero; activation, % at 3 µM; 360,000 compounds, 0.48% hits; AID 602248; in the data active = activation above about 15%;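 note: untransfected CHO-K1 host cells lacking M1 receptor as counterscreen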
TAAR1 antagonist – human TAAR1 antagonism; AID 624466; inhibition, % at 3 µM; 360,000 compounds, 1.5% hits; CHO RD-HGA16 TAAR1, Fluo-8 calcium fluorescence, antagonist; Q96RJ0;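 active = inhibition above a per-plate cutoff, the mean inhibition of test compounds on that plate plus 3 SD, cut at about 49% in these data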;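 note: 0% = DMSO plus EC80 beta-PEA response and 100% = DMSO alone without agonist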
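test system = CHO RD-HGA16 cells bearing hTAAR1 | replication = singlicate | controls = DMSO-only wells and EC80 β-PEA-stimulated wells | reagent = EC80 β-phenethylamine stimulus | read-out basis = percent inhibition of PEA-evoked calcium signal, max/basal emission ratio | schedule = seeding 17-24 h prior, 75-min 37 °C, 30-min RT dye loading | signal = kinetic Fluo-8 calcium fluorescence measurement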
OXTR potentiator – human OXTR potentiation. P30559. CHO-OTR cells, Fluo-8 calcium fluorescence, potentiator mode; 0% = oxytocin EC15, 100% = EC100. activation, % at 3 µM. 320,000 compounds, 0.061% hits. AID 2445;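 active = activation above that plate's cutoff, the mean activation of tested compounds plus 3 SD, cut at about 6.6% in these data, passing the limit was not always enough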;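 note: 100% uses oxytocin at 75 nM as the full agonist control; some results filed as inactive read as strong as hits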
Target sequence (P30559 whole entry, looked up): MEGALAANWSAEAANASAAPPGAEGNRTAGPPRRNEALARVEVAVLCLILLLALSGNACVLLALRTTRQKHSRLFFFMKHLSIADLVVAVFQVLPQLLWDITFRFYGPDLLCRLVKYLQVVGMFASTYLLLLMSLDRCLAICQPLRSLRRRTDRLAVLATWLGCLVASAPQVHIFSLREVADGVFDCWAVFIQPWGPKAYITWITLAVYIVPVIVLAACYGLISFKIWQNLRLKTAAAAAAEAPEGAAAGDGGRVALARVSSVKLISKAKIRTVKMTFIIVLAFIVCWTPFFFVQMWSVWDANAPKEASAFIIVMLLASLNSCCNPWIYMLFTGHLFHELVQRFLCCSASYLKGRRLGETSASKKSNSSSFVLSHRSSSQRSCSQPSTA
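Dosing: Single dose, 3.0 µM nominal final compound concentration | Material: Human OTR in CHO cells | Technique: Kinetic Fluo-8 calcium fluorescence | Benchmarks: EC15 oxytocin alone as 0%, 75 nM oxytocin as 100% | Probe or stimulus: Oxytocin at about EC15, sub-maximal agonist stimulus | Incubation: Compound 6 min at room temperature before oxytocin, 100 s read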
Starred values were filed as active, the others as inactive; nt = not tested or not shown.

SMILES	TAAR1 ag	CHRM1 agonist	CHO-K1 Ca antag	CHO parental Ca	CHO-K1 Ca PAM	CHRM1 antagonist	CHO-K1 Ca ag	TAAR1 antagonist	OXTR potentiator
Cc1ccc(F)c(S(=O)(=O)NC(=O)C2(C)CCN2C(=O)Cc2ccc(C(C)(C)C)cc2)c1 (stereo not drawn)	4	-2	-18	nt	14	-29	-0.2	-24	nt
CC(=O)c1c(C)[nH]c(C(=O)OCc2ccc([N+](=O)[O-])cc2)c1C	15	-2	-13	-14	12	-2	9.7	-4	-12
CC(C)[Si]1(C(C)C)OCC2OC(n3cnc4c(N)ncnc43)C(N)C2O[Si](C(C)C)(C(C)C)O1 (stereo not drawn)	0	3	-14	nt	23	-15	0.9	-27	nt
COCCN(C(=O)C(C)C)c1nnc(-c2cccc(C)c2)s1	9	-5	3	-16	15	-2	0.6	6	-4
CCCCN(C(=O)c1ccc(C#N)cc1)c1c(N)n(CCC)c(=O)[nH]c1=O	-1	1	-5	-1	12	-8	3.0	-1	-9
Cc1ccccc1NC(=O)NCCc1c[nH]c2ccccc12	1	-3	-6	-14	3	-7	1.6	-10	-4
CCCC(C)C(=O)Nc1cc(S(=O)(=O)N2CCCCC2)ccc1N1CCOCC1 (stereo not drawn)	6	-2	-17	-15	22	-4	-0.4	7	-4
COc1ccc(NC(=O)Cc2nnc(SCC(=O)Nc3cc(C)ccc3OC)n2C)cc1	11	-1	-6	-7	-2	-14	0.0	-6	-9
O=C(NCCCn1ccnc1)/C(=C/c1ccco1)NC(=O)c1cccs1	4	-7	-11	-1	22	4	0.5	9	-9
CCN(C(=O)COC(=O)/C=C/c1ccc(O)c(OC)c1)C1CCS(=O)(=O)C1 (stereo not drawn)	7	-9	-7	-7	24	-2	6.4	3	-6
Cc1ccc(NC(=S)NC(=O)/C=C/c2ccco2)c(O)c1	0	-10	0	-1	-1	-1	0.4	-6	1
CCn1c(N)c(C(=O)NCc2ccco2)sc1=S	1	-3	1	1	3	-1	-0.1	12	3
COC(=O)c1cc(S(=O)(=O)Nc2cccc(C)c2C)cn1C	2	1	-4	-1	6	-15	0.3	8	-7
O=C(CNS(=O)(=O)c1ccccc1)OCC(=O)c1ccc(F)cc1	-2	0	-4	12	-16	1	-0.1	1	-5
Cc1cccc(S(=O)(=O)Nc2ccc3c(c2)OCCO3)c1	6	-5	-7	2	9	-8	3.9	15	-10
Clc1ccc(OCCSc2nnnn2C2CCCCC2)cc1	2	-4	-6	8	11	-3	0.6	45	-2
O=C(O)CCCC(=O)N(Cc1ccccc1)Cc1ccccc1	1	-2	5	-7	8	4	0.4	-15	-2
COc1ccc(/C=C(/NC(=O)c2ccc([N+](=O)[O-])cc2)C(=O)NC(C)(C)C)cc1	16	-1	-15	-13	20	-10	1.0	-7	7
COc1ccc(NC(=O)COC(=O)c2ccc(-n3nc(C)cc3C)cc2)cc1OC	19	-1	-7	-9	-7	10	12	38	-10
CCOC(=O)c1ccc(NC(=S)Nc2ccccn2)cc1	2	-2	11	-12	6	-11	-0.2	-8	-6
Cc1cc(C)nc(SCCS(=O)Cc2ccc(Cl)cc2)n1 (stereo not drawn)	-1	-5	-10	2	13	-3	0.5	-28	-12
CC(=O)NC12CC3CC(C1)CC(C(=O)OCC(=O)c1cc(C)n(C)c1C)(C3)C2	2	-2	-5	-9	4	8	6.9	-9	-10
Cn1cccc1Cc1nnc(SCC(=O)Nc2ccc3c(c2)OCO3)n1-c1ccc(F)cc1	0	-4	3	-17	13	-5	0.3	-21	10
Cn1cc(C(=O)NCc2ccccc2F)cn1	3	-4	-15	-7	23	-12	0.0	0	-4
COc1ccc(/C=c2/sc3n(c2=O)C(c2ccccc2OC)C2=C(N=3)c3ccccc3CC2)cc1O (stereo not drawn)	11	-2	13	-16	13	-2	2.5	-1	-13
Cc1cc(-c2cccc(Br)c2)c(C#N)c(N)n1	12	-2	-15	-14	26	3	2.6	16	-9
Cc1cc(C)n2nc(SCC(=O)c3cc(C)n(CC4CCCO4)c3C)nc2n1 (stereo not drawn)	3	-5	-13	14	8	-4	8.7	9	-9
Cc1cc[n+]2c3c(cccc13)CCC2	5	-11	-17	2	15	-7	0.5	-16	-4
COc1cc(C)c(Br)cc1S(=O)(=O)NCCCN1CCOCC1	2	-5	6	-5	5	1	20*	2	-8
CNc1oc(-c2ccccc2)nc1C#N	0	-2	-14	-9	4	-4	0.1	6	-10
O=C(Nc1cccc(Cl)c1N1CCCCC1)c1ccc2c(c1)OCCO2	10	-2	0	-13	5	-1	-0.2	-8	1
COCCNC(=S)N1CCCC(CO)C1 (stereo not drawn)	4	-4	-10	3	10	-5	-0.6	7	-5
Cc1cccc(N2C(=O)CCC2=O)c1	7	1	23	-5	-6	-3	-0.2	2	4
Cc1ccc(C)c(N(CC(=O)NC2CCCC2)S(=O)(=O)c2ccccc2)c1	0	-4	-9	-26	11	-10	0.3	-8	-13
CC(=O)Nc1ccc(S(=O)(=O)NC2=NCN(c3ccc([N+](=O)[O-])cc3)CN2)cc1	3	3	-3	0	-18	2	0.6	-2	-8
COC(=O)C[C@H](NC(=O)Cn1cc(C)c(=O)[nH]c1=O)C(=O)OC	3	-2	6	nt	10	-13	0.7	-6	nt
Cc1ccc(C)c(-n2ccnc2SCC(N)=O)c1	3	-4	-9	-3	19	-1	11	-14	-1
COc1ccc(S(=O)(=O)N2CCOCC2)cc1NC(=O)CSc1ncnc2ccccc12	8	-1	10	-17	-11	-10	-0.3	20	-9
O=C(Nc1ccc(F)cc1)N1CCN2C(=O)c3ccccc3C12c1ccccc1 (stereo not drawn)	nt	-2	-19	-31	11	-13	0.5	nt	-5
O=C(Cn1ncc2c3ccccc3n(Cc3ccccc3)c2c1=O)NC1CCCC1	26	0	-21	-7	2	-6	0.1	-38	-5
Cc1ccc(C(=O)CCC(=O)Nc2ccccc2C)cc1C	4	-4	-4	nt	7	-20	0.0	-8	nt
O=C1N(Cc2cccnc2)C[C@@H]2C[C@@H](c3ccc(-c4ccccc4)cc3)N3CCC[C@@]123	2	-14	0	-40	10	0	2.4	-13	-5
NNC(=O)c1ccc(COc2ccccc2)cc1	-1	-6	-3	-13	8	-7	1.7	16	1
N#Cc1ccccc1NC(=O)c1ccc(-c2ccccc2Cl)o1	-1	-5	-10	-28	12	-16	0.4	14	-25
Cc1cc(F)ccc1S(=O)(=O)N1CCCOC1CNC(=O)C(=O)NCCc1ccco1 (stereo not drawn)	2	-2	-2	nt	0	-1	0.5	-13	nt
CCOC(=O)N1CCN(C(=O)C2CCCN(S(=O)(=O)c3ccc(F)cc3)C2)CC1 (stereo not drawn)	4	-3	-8	-15	5	-11	0.7	8	5
CC(C)(C)c1ccc(OCC(=O)N2CCN(C=O)CC2)cc1	4	0	-2	-3	-2	-29	1.4	1	-9
COc1ccc(Cl)cc1NC(=O)C(=O)NC1CCCCCC1	11	-2	1	-4	5	8	-0.2	-8	-10

A different layout for some results above.
compound,TAAR1 ag,CHRM1 agonist,CHO-K1 Ca antag,CHO parental Ca,CHO-K1 Ca PAM,CHRM1 antagonist,CHO-K1 Ca ag,TAAR1 antagonist,OXTR potentiator
CC(C)[Si]1(C(C)C)OCC2OC(n3cnc4c(N)ncnc43)C(N)C2O[Si](C(C)C)(C(C)C)O1 (stereo not drawn),0,3,-14,nt,23,-15,0.9,-27,nt
CCN(C(=O)COC(=O)/C=C/c1ccc(O)c(OC)c1)C1CCS(=O)(=O)C1 (stereo not drawn),7,-9,-7,-7,24,-2,6.4,3,-6

(listing goes on)
SMILES	TAAR1 ag	CHRM1 agonist	CHO-K1 Ca antag	CHO parental Ca	CHO-K1 Ca PAM	CHRM1 antagonist	CHO-K1 Ca ag	TAAR1 antagonist	OXTR potentiator
Cc1nnsc1SCC(=O)O	0	-1	-7	-5	-3	-3	0.6	-6	-13
CCc1nccn1S(=O)(=O)c1ccc(Br)cc1Br	12	-1	10	-15	13	-51	-0.3	1	-1
CC(C)c1cc(C(=O)O)n[nH]1	0	2	-18	-2	-9	-14	0.3	-8	1
Cc1ccc(-c2noc(CCC(=O)Nc3ccccc3N3CCN(C)CC3)n2)cc1	6	-6	-8	-27	17	8	0.4	2	0
Cc1cc(C)c(C)c(OCCn2ccnc2)c1	2	-10	-24	2	26	-6	1.4	-14	0
COc1ccc(S(=O)(=O)NCC(=O)N(Cc2ccco2)C(C(=O)NC(C)(C)C)C(C)C)cc1 (stereo not drawn)	1	-2	-16	-24	-5	-14	0.7	-20	-2
OCCN1CNC(=S)NC1	1	-2	-7	4	12	-12	0.9	-10	-4
Cc1nc(C)n(C(=O)N(c2ccccc2)c2ccccc2)n1	4	-3	-14	-11	8	-15	0.0	-7	-1
O=C(c1ccncc1)N1CCCC(N2CCN(c3ccc(F)cc3)CC2)C1 (stereo not drawn)	2	-5	-6	-18	4	-2	0.9	-30	7
COC(=O)c1nn(-c2ccccc2)c(=O)cc1Sc1ccc(Cl)cc1	-1	-6	-6	-22	26	-4	0.0	8	-2
COc1cc(C(N)=O)cc(Br)c1OCc1ccccc1	10	-8	-7	4	21	-12	1.9	-8	-7
CCO/C=C/C(=O)N(C)CCC#N	17	-3	-20	-17	28	1	0.6	-3	-7
COCCCn1c(=O)c2sccc2n2c(CCCC(=O)N(C)Cc3ccco3)nnc12	-3	-8	17	-3	9	18	0.9	1	-8
CCn1ncc(S(=O)(=O)NCc2ccco2)c1C	1	-2	-14	4	6	-5	0.9	-24	-14
c1ccc(-c2nnc3sc(-c4ccncc4)nn23)cc1	0	-8	-8	-4	10	-10	0.9	4	-2
COc1cccc(C(=O)Nc2nnc(S(=O)(=O)N(C)Cc3ccccc3)s2)c1	1	2	-12	-3	9	-3	2.6	-12	-11
Cc1c(NC(=O)/C=C/c2ccc(S(=O)(=O)N3CCOCC3)cc2)c(=O)n(-c2ccccc2)n1C	1	-10	2	-5	7	-9	0.2	-2	-2
COc1cc(NC(=O)C2(C)CCCN(C(C)C)C2)cc(OC)c1OC (stereo not drawn)	2	-3	1	nt	10	-9	0.3	-13	nt
COc1ccc(-c2nn(-c3ccccc3)cc2C(=O)OCC(=O)c2ccc(C)c([N+](=O)[O-])c2)cc1	6	-6	9	18	-7	19	0.5	17	-12
CCN(CC)c1ccc(C=C2SC(=S)NC2=O)cc1	120*	111*	21	nt	-6	83*	15	105*	nt
CN(C)S(=O)(=O)c1cc(NC(=O)CN2CCc3ccccc32)ccc1Cl	0	-9	0	-8	21	-1	0.3	-3	0

Screening results from PubChem.
